Screens deposited in PubChem BioAssay by The Scripps Research Institute Molecular Screening Center.
TTR transcr act: TTR transcription activation, primary screen. 92,000 tested, 1.3% active. AID 1117267. SH-SY5Y TTR promoter Gaussia luciferase, luminescence; 100% = recombinant luciferase protein wells. activation, % at 16.7 µM;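 active = activation above the mean of all tested compounds plus 3 SD, cut at about 9.5% in these data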;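 note: cells exposed to compounds for one day before reading; 0% = median of all test compound wells on the plate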
The depositor's hits bear a star. Some of the compounds tested. The share of hits here may be higher or lower than overall.

SMILES	TTR transcr act
O=C(Nc1cccc(S(=O)(=O)N2CCOCC2)c1)c1cn(-c2ccccc2)nc1-c1ccccc1	-1.2
COc1ccc(N(C(=O)c2ccco2)S(=O)(=O)c2cc(Cl)c(Cl)cc2Cl)cc1	-3.1
CN1CCC(N(C)S(=O)(=O)c2ccc(C(C)(C)C)cc2)CC1	-0.6
c1ccc2c(c1)CCN(C1=Nc3cccc4cccc1c34)C2	-1.3
CN(C)CCCNC(=O)C(=O)Nc1ccc2c(c1)N(S(=O)(=O)c1cccs1)CCC2	-0.1
COC(=O)c1ccc(Cn2ccc3ccc(-c4ccc5ccn(C(=O)c6cccc(OC)c6)c5c4)cc32)cc1	1.7
Cc1ccc(NC(=O)CSc2nnc(C3CCCCC3)n2N)cc1F	5.2
CCCN(CCC)CCCNc1ccc2nnc(-c3ccc(F)cc3)n2n1	0.9
NC(=O)CC(NC(=O)c1ccc(Br)cc1)c1ccc(NCc2ccc(F)cc2)c([N+](=O)[O-])c1 (stereo unspecified)	0.8
COc1ccc(CN2CCc3cc(OC)c(OC)cc3C2)cc1O	3.0
CCOC(=O)c1sc(Nc2cccc(Cl)c2)nc1C	-2.5
C/C(=N\OC(=O)c1cccc(Cl)c1)c1sc(C)nc1C	0.9
O=C(Nc1nccs1)c1ccc2c(c1)OCO2	-0.2
CN(C)CCNc1c2c(nc3ccccc13)CCC2	1.5
Cc1onc(-c2c(F)cccc2Cl)c1C(=O)N1CCSCC1	0.5
CCC(C)NS(=O)(=O)c1ccc(NC(C)=O)cc1 (stereo unspecified)	1.1
O=C(O)c1ccccc1-c1cc2ccccc2[nH]1	3.8
CCCCNC(=S)N/N=C/c1ccc(OCC(=O)Nc2c(C)cc(C)cc2C)c(OC)c1	3.7
c1csc(CNCc2ccncc2)c1	1.1
Cc1ccc(C2=CC(=O)CC(C)(C)C2)cc1	0.6
O=c1[nH]c(N2CCc3ccccc32)nc2c1CCCC2	9.1
Cc1nnc(SCC(=O)NC2CCCC2)n1-c1ccccc1	0.7
CC(Sc1nc2ccccc2s1)C(=O)NCc1ccc2c(c1)OCO2 (stereo unspecified)	0.2
COc1ccccc1CNc1ccc2nnc(CCNC(=O)c3ccc(C)cc3)n2n1	1.2
CCC(=O)Nc1c(C)c(CC)nc2ccccc12	-1.8

Of the compounds above, these have a halogen:
SMILES	TTR transcr act
COc1ccc(N(C(=O)c2ccco2)S(=O)(=O)c2cc(Cl)c(Cl)cc2Cl)cc1	-3.1
Cc1ccc(NC(=O)CSc2nnc(C3CCCCC3)n2N)cc1F	5.2
CCCN(CCC)CCCNc1ccc2nnc(-c3ccc(F)cc3)n2n1	0.9
NC(=O)CC(NC(=O)c1ccc(Br)cc1)c1ccc(NCc2ccc(F)cc2)c([N+](=O)[O-])c1 (stereo unspecified)	0.8
CCOC(=O)c1sc(Nc2cccc(Cl)c2)nc1C	-2.5
C/C(=N\OC(=O)c1cccc(Cl)c1)c1sc(C)nc1C	0.9
Cc1onc(-c2c(F)cccc2Cl)c1C(=O)N1CCSCC1	0.5

Carrying on.
SMILES	TTR transcr act
CCSc1nnc(NC(=O)CSC2=NCCS2)s1	0.6
Cn1c(-c2ccccc2)cc(=O)n1-c1ccccc1	-1.3
CCOC(=O)c1c(NC(=O)CN2CCCc3ccccc32)sc(C)c1CC	-0.8
COc1ccc(-c2c(C)nn(Cc3ccccc3)c2N)cc1	1.4
COc1cc(/C=N/NC(=O)COc2c(C)cc([N+](=O)[O-])cc2C)ccc1OC(=O)c1ccccc1Br	15*
O=C1C2CCCCN2C(=O)N1CCN1CCN(c2ccc([N+](=O)[O-])cc2)CC1 (stereo unspecified)	-2.2
NC1=NS(=O)(=O)NC1c1cccc(Cl)c1 (stereo unspecified)	5.8
CC(/C=C/c1ccccc1)=N/NC(=O)Cn1nnc(N)n1	-2.2
NC(=O)c1sc2cc(C(F)(F)F)cnc2c1-c1cccs1	1.1
CC1=NN(C(C#N)c2ccccc2)C(c2ccccc2)C1 (stereo unspecified)	-2.7
COc1cc(C=C(C#N)c2ccc([N+](=O)[O-])cc2)ccc1O	-0.4
CCN1C(=O)N(S(=O)(=O)c2ccc(C)cc2)[C@@H](c2ccccc2)C(C(=O)OC)=C1C	6.2
O=C(CCCn1c(=O)c2sccc2n(CC(=O)NCc2ccco2)c1=O)NCc1ccco1	0.0
COc1ccc(C(c2nnnn2Cc2cccs2)N2CCN(c3ccc(F)cc3)CC2)cc1OC (stereo unspecified)	-2.3
CN1CCc2c(sc3c2C(=O)NC(/C=C\c2ccccc2)N3)C1 (stereo unspecified)	-0.4
CC(C)C(=O)N(Cc1cc2ccccc2[nH]c1=O)C(C)C	3.3
O=C(COc1cccc2ccccc12)NCc1cccnc1	0.8
CC(C)CC(CCOCCO)NC(=O)OCc1ccccc1[N+](=O)[O-] (stereo unspecified)	0.5
CCCCNS(=O)(=O)c1ccc2nc(SCC(=O)Nc3ccccc3Cl)[nH]c2c1	-2.4
O=C(COc1ccc(-n2cnnn2)cc1)Nc1ccc(F)cc1	6.0
Cc1nc2ccccc2c2nc(NC(=O)C(F)(F)F)nn12	1.0
COc1cc2oc(=O)cc(CN(Cc3ccccc3)Cc3ccccc3)c2cc1Cl	0.1
Cc1cc(C)nc(-n2ncc3c2CC(c2ccc(C(C)C)cc2)CC3=O)n1 (stereo unspecified)	0.2
C[n+]1cccc2ccc3c(c21)OC(N)=C(C#N)C3c1ccccc1 (stereo unspecified)	-1.4
O=S(=O)(c1ccc(Br)c2ccccc12)N1CCOCC1	-1.5
SMILES	TTR transcr act
CC1CN(S(=O)(=O)c2ccc(C(=O)Nc3nnc(-c4ccc5c(c4)CCCC5)o3)cc2)CC(C)O1 (stereo unspecified)	0.5
CN(c1ccccc1)S(=O)(=O)c1cccc(C(=O)NCCc2ccc(O)c(O)c2)c1	-4.1
CCOc1cccc(CNc2nnnn2C)c1	1.0
Cc1cc2nc3c(nc2cc1C)C1(C(=O)O)CCC3(C)C1(C)C (stereo unspecified)	0.0
CC(=O)c1cccc(NC(=O)c2cc(=O)[nH]c3ccc(S(=O)(=O)N4CCOCC4)cc23)c1	-0.8
O=C(COC(=O)COc1ccc2c(c1)CCC2)Nc1ccccc1C(F)(F)F	0.4
CCN1CNC(=S)N(c2cc(C)ccc2C)C1	3.5
O=C(CCC1CCCCC1)NC1CCCCC1	-0.7
COc1ccc(C(=O)N/N=C/c2ccccn2)cc1OC	-2.0
O=C(CN1C(=O)C(=O)N(Cc2ccco2)C1=O)NC1CCCCC1	1.1
CC(=O)Nc1ccccc1C(=O)C(=O)Nc1cccc(C(=O)NCc2ccccc2)c1	-0.9
CCc1c(C)c(C#N)c2nc3ccccc3n2c1N(C)C	-1.5
CCCCCSc1nncc(=O)[nH]1	0.2
Cc1ccccc1OCC(O)Cn1nnc2ccccc21 (stereo unspecified)	0.3
CCC(C(=O)NCc1ccco1)N(C(=O)CNS(=O)(=O)c1ccc(C)cc1)c1ccccc1OC (stereo unspecified)	-2.4
COc1cc2c(cc1OC)CN(CC(=O)NC(=O)NCc1ccccc1)CC2	2.0
CC1Oc2ccccc2N(CC(=O)N(Cc2ccccc2)Cc2ccccn2)C1=O (stereo unspecified)	2.2
Cc1ccc(S/C(=N\S(=O)(=O)c2ccc(Cl)cc2)c2ccccc2)cc1	-1.6
Cc1cc(C)c(S(=O)(=O)Nc2cccc(C(=O)O)c2)cc1S(=O)(=O)Nc1cccc(C(=O)O)c1	-0.6
O=C(O)CC(NC(=O)C12CC3CC(CC(C3)C1)C2)c1ccc(Cl)cc1 (stereo unspecified)	-1.2
O=c1c2ccccc2nnn1CSc1nnnn1-c1ccc(O)cc1	-1.2
Cc1cc(OC(=O)c2ccccc2[N+](=O)[O-])c([N+](=O)[O-])c(=O)[nH]1	-1.0
COc1cc(/C=C/C(=O)n2cnc3ccccc32)cc(OC)c1OC	0.5
CCOC(=O)C(NC(C)=O)(Nc1ccc(F)cc1)C(F)(F)F (stereo unspecified)	-1.0
Cc1noc(C)c1NC(=O)Nc1ccc2c(c1)C(=O)N([C@@H](C)CO)C[C@@H](C)[C@H](CN(C)S(=O)(=O)c1ccc(F)cc1)OCCCC[C@H](C)O2	1.5
SMILES	TTR transcr act
Cc1ccc(Nc2cc(=O)[nH]c(=O)[nH]2)cc1Cl	9.7*
CCOc1ccccc1C(=O)Nc1nnc(COC)s1	-2.4
CCN(c1ccccc1)S(=O)(=O)c1ccc(C(=O)Oc2ccc(C(C)=O)cc2)cc1	0.4
Cc1ccccc1-c1nc(P(=O)(c2ccccc2)c2ccccc2)c(N2CCOCC2)o1	-0.7
Cc1nnc(SCC(=O)N(C)C2CCCCC2)s1	1.1
CN(CCCNC(=O)CN1C(=O)CC(C)(C)S(=O)(=O)c2ccccc21)C1CCCCC1	1.8
COC(=O)Nc1nnc(Cc2ccc(OC)cc2)s1	-1.3
CCOC(=O)c1[nH]ncc1CN1CCCC(C(=O)c2ccc(OC)cc2C)C1 (stereo unspecified)	0.8
COc1cccc(CNc2ncn[nH]2)c1OCc1ccccc1F	5.5
COc1ccc(C(=O)c2cnc(/N=C/N(C)C)s2)cc1	3.5
CCCCNCc1cc(OCC)c(OCC(N)=O)cc1Br	18*
COc1ccc(C2/C=C\CN(C(=O)NC(C)C)CC(=O)N2Cc2ccc(F)cc2)cc1 (stereo unspecified)	0.6
Cn1nnnc1SCC(=O)c1c(N)n(C)c(=O)n(C)c1=O	0.8
COC(=O)c1ccc(NC2c3ncccc3C(=O)N2Cc2cccs2)cc1 (stereo unspecified)	2.7
CCOc1ccccc1-n1c(COc2ccc(C)cc2)nnc1SCC(N)=O	-1.2
COCC(C)N=C1NN=C(c2c[nH]c3ccccc23)CS1 (stereo unspecified)	1.2
CCc1nc2ccc(C(=O)NCCN3CCNC3=O)cn2c1N(C)CCC(C)C	0.4
COC(=O)c1ccc(NC(=O)NS(=O)(=O)c2ccc(C)cc2)cc1	1.2
CC(=O)c1ccc(NC(=O)C2C3C=CC(O3)C2C(=O)O)cc1 (stereo unspecified)	3.4
CC(C)c1ccc(COc2ccc(C(=O)N3CCOCC3)cc2)cc1	-2.2
O=c1c2ccccc2c(/C=N/c2nnc(Cc3ccccc3)s2)c(O)n1-c1ccc(Cl)cn1	0.9
COc1cccc(-c2nnc(NC(=O)c3ccccc3Br)o2)c1	-1.4
c1ccc(-c2nnnn2CCOCCn2nnnc2-c2ccccc2)cc1	-1.1
O=C(O)CCc1c(C(=O)O)[nH]c2ccccc12	0.7
CC(CC(=O)N(CCC1=CCCCC1)c1c(N)n(Cc2ccccc2)c(=O)[nH]c1=O)c1ccccc1 (stereo unspecified)	-0.8

Part of the list above, with the structure last.
| TTR transcr act | SMILES |
| --- | --- |
| 0.8 | Cn1nnnc1SCC(=O)c1c(N)n(C)c(=O)n(C)c1=O |
| 2.7 | COC(=O)c1ccc(NC2c3ncccc3C(=O)N2Cc2cccs2)cc1 (stereo unspecified) |
| -1.2 | CCOc1ccccc1-n1c(COc2ccc(C)cc2)nnc1SCC(N)=O |
| 1.2 | COCC(C)N=C1NN=C(c2c[nH]c3ccccc23)CS1 (stereo unspecified) |

Next records follow.
SMILES	TTR transcr act
Cn1c(SCC(=O)Nc2cc(C(C)(C)C)nn2-c2ccccc2)nc2ccccc21	0.4
Cc1ccc(-c2cn(-c3ccccc3)c(SCC(N)=O)n2)cc1C	0.4
CC(SC(C)C(=O)NN=Cc1cccc(F)c1)C(=O)NN=Cc1cccc(F)c1 (stereo unspecified)	3.5
CCCCNC(=O)C[C@@H]1C[C@]2(C(=O)OCC)CCC3=C2N(CCC3)C1=O	0.4
Cc1ccc(/C=N/NC(=O)c2ccccn2)s1	-0.6
COc1ccc(S(=O)(=O)N(C)C[C@H]2Oc3c(NC(=O)Nc4ccccc4)cccc3C(=O)N([C@H](C)CO)C[C@@H]2C)cc1	-0.4
C(=C\c1ccccc1)/CN1CCN(C(c2nnnn2C2CCCCC2)C2CC2)CC1 (stereo unspecified)	-2.3
O=S1(=O)CCN2C=C(Cl)C=C(Cl)C2=N1	-0.1
COc1ccc(C(=O)CN2C(=O)NC(C)(c3ccccc3)C2=O)cc1OC (stereo unspecified)	-3.0
C=CCOC(=O)Nc1snnc1C	5.3
CCOc1ccc(C(=O)NCC(c2cccs2)N2CCOCC2)cc1 (stereo unspecified)	-1.5
CCCCNc1c(-c2ccc(SC3CCCCC3)cc2)nc2cnccn12	-4.0
O=C(Cc1cccs1)N/N=C\c1ccc([N+](=O)[O-])s1	-1.3
CCC(C)Cn1c(O)cc2nn(-c3nc4ccccc4s3)c(=O)c-2c1C (stereo unspecified)	1.3
Cn1[nH]c(=O)c2ccccc2c1=O	-0.1
C=CC[C@H]1Cc2c(cccc2[N+](=O)[O-])[C@H](CC=C)N1	0.5
COC(=O)[C@H](CC(C)C)NC(=O)Cn1cnc2c(SC)nc(N)nc21	-0.7
CC(=O)NC(CC(C)C)C(=O)NC(CO)C(=O)NC(CCC(=O)O)C(=O)NC(C)C(=O)NC(CC(C)C)C(N)=O (stereo unspecified)	1.4
CC1(C(=O)NS(=O)(=O)c2ccc(Br)cc2)CCN1C(=O)C/C=C/c1ccccc1 (stereo unspecified)	-0.7
O=C(Nc1nnc(-c2ccco2)o1)c1ccc([N+](=O)[O-])s1	0.6
O=C(CSc1ncccn1)NCc1ccc(F)cc1	-0.3
Cc1[nH]c2ccccc2c1C(=O)C(=O)NCc1ccco1	3.6
Cn1c(SCCc2ccc([N+](=O)[O-])cc2)nccc1=O	2.6
COc1ccc(C(=O)NCCc2nnc(SCC(=O)Nc3ccc(Br)cc3)n2C)cc1	-0.7
Cc1c(C(=O)N2CCN(c3ccc(F)cc3)CC2)oc2c1C(=O)CCC2	-0.1
Cc1[nH]nc2c1C(c1ccccn1)N(c1ccc(Br)cc1)C2=O (stereo unspecified)	-0.4
O=C(NCc1ccncc1)[C@@H]1CCCN1C(=O)[C@H]1CCCN1C(=O)c1ccccc1	-0.3
